# Bioassay records deposited in PubChem by several laboratories.
# STK33 inh – inhibitors of human STK33 kinase. Q9BYT3. purified STK33, MBP phosphorylation, ADP-Glo luminescence. inhibition, % at 10 µM. 0.073% of 320,000 active;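 active means inhibition at or above 25%, using the most active replicate where run in duplicate; inactive means inhibition below 25%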
# CHT allo act – allosteric activators of human choline transporter CHT; Q9GZV3; CHT-expressing cells, membrane potential dye, choline EC20; active compounds read high; LV-AA mutant CHT in HEK293 cells; B-score at 10 µM; 0.49% of 310,000 active; AID 488977;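 active means initial fluorescence not abnormally high and integrated response B-score, plate-corrected, over 3 SD above library mean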
# Target sequence (Q9GZV3 whole entry, looked up): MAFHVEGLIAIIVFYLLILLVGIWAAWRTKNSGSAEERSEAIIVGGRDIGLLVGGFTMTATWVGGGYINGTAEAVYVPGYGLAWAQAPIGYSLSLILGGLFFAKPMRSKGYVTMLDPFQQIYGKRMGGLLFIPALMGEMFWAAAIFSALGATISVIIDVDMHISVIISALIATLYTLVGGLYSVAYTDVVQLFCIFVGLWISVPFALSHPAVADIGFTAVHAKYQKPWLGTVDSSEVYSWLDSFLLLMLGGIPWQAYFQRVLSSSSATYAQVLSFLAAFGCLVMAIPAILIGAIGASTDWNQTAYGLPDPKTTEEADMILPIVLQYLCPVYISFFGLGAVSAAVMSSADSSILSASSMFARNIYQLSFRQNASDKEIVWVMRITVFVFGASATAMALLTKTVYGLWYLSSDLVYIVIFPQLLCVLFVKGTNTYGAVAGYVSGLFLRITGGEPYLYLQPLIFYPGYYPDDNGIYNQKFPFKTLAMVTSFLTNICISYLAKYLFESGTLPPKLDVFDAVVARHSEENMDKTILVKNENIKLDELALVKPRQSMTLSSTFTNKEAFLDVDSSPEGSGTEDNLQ
# CHT block – human CHT choline transport inhibition. CHT-expressing cells, membrane potential dye, choline response; active compounds read low. B-score at 10 µM. 0.86% of 310,000 active;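 active means B-score over 3 SD under the library average, and starting fluorescence ratio not unusually high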;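 further: choline stimulus applied at its EC90 after an EC20 pre-addition; B-score computed on integrated fluorescence ratio after choline addition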
# * = called active by the depositor; i = inactive; . = no result given.
SMILES	STK33 inh	CHT block	CHT allo act
COc1cc(OC)c(NS(=O)(=O)c2cn(C)cn2)cc1Cl	-0.5	i	i
CC(C)c1ccccc1NC(=O)c1cnccn1	-0.2	i	i
COc1ccc(CNCC(O)(c2ccc(F)cc2)c2ccc(F)cc2)cc1	0.8	i	i
O=S(=O)(Nc1nc2ccccc2nc1NCc1ccco1)c1ccc(Cl)cc1	-2.3	i	i
CCOC(=O)N1CCC2(O)CCCCC2C1c1ccc(F)cc1 (stereo not given)	0.0	i	i
O=C(COC(=O)C1C2CC3OC(=O)C1C3C2)Nc1cccc(C(F)(F)F)c1 (stereo not given)	-3.2	i	i
COCCCNC(=S)N1CCN(C)CC1	-1.0	i	i
CN1CCN(S(=O)(=O)c2ccccc2)CC1	-0.4	i	i
COc1ccc(S(=O)(=O)n2[nH]c(=O)c(CCO)c2C)c([N+](=O)[O-])c1	0.6	i	i
Cc1ccc(C(=O)Nc2c3c(nn2-c2ccccc2)CS(=O)(=O)C3)cc1C	-0.7	i	i
Cc1ccc(-c2nc(SCC(=O)N(C)C3CCS(=O)(=O)C3)[nH]c2-c2ccc(C)cc2)cc1 (stereo not given)	0.0	i	i
Cc1cc(C)cc(N=c2c([N+](=O)[O-])nn(-c3ccc(Cl)cc3)n2O)c1	0.6	i	i
O=C(CCN1CCN(c2ccc(F)cc2)CC1)Nc1ccccc1F	-2.6	i	i
COC(=O)[C@H]1CCCN1C(=O)Nc1cccc(Oc2c(F)c(F)c(F)c(F)c2F)c1	0.2	i	i
CCON1C(=O)C(C)(C)N(OCC)C(=O)C1(C)C	0.6	i	i
C=CCc1ccccc1OCC(O)CNC(=O)c1ccccc1C(=O)O (stereo not given)	-1.1	i	i
Nc1c(C(=O)OCC2CCCO2)c2nc3ccccc3nc2n1-c1ccc2c(c1)OCCO2 (stereo not given)	-1.2	i	i
Cc1c(C)n(CCC#N)c2ccccc12	-1.5	i	i
Cc1ccc2c(c1)Oc1ccccc1C=C2C(=O)O	-2.2	i	i
O=C(COc1ccccc1F)c1ccc(O)cc1O	0.2	i	i
CC(NC(=O)CSc1nc(=O)cc(N)n1CCc1ccccc1)c1ccccc1 (stereo not given)	.	i	i
CCN(CC(=O)Nc1ccccc1C(F)(F)F)C(=O)C1CC(=O)N(Cc2ccccc2)C1 (stereo not given)	.	i	i
Cc1ccc(CNC(=O)COC(=O)c2cc3c(s2)CCC(C)C3)cc1 (stereo not given)	-1.3	i	i
CSc1nc2ccc(NC(=O)c3ccc(=O)[nH]c3)cc2s1	1.7	i	i
COc1ccccc1CC(=O)N1CCOCC1	-0.7	i	i
CCOC(=O)C(NCc1ccco1)(NC(=O)c1ccc(OC)cc1)C(F)(F)F (stereo not given)	-2.0	i	i
Brc1ccc(C2=NC(Cc3ccccc3)CO2)cc1 (stereo not given)	0.8	i	i
CN1CCN(C(c2ccccn2)c2cc(Cl)c3cccnc3c2O)CC1 (stereo not given)	-0.4	i	i
O=C(CSc1nc(-c2ccccc2)cs1)Nc1cccc([N+](=O)[O-])c1	-1.8	i	i
O=C(NCCC1=CCCCC1)c1ccc(-n2cncn2)c([N+](=O)[O-])c1	0.4	i	i
CCOC(=O)C1Nc2ccc(C(=O)O)cc2C2C=CCC12 (stereo not given)	1.6	i	i
Cc1ccsc1/C=N/NC(=O)c1nnn(-c2nonc2N)c1C(C)C	0.2	i	i
c1ccc(-n2c(-c3ccncc3)nnc2N2CCOCC2)cc1	-1.5	i	i
OCCNCc1cccc2ccccc12	0.4	i	i
O=C(CSc1nnc(CCCN2C(=O)c3cccc4cccc(c34)C2=O)n1-c1ccccc1)NCCCO	0.8	i	i
Cn1c(Cc2ccccc2)nnc1SCCC(=O)Nc1ccccc1	3.2	i	i
Cc1ccsc1C(=O)N1CCN(S(=O)(=O)c2cccs2)CC1	-0.4	i	i
O=C(O)C1CCN(Cc2cccnc2)CC1	-0.5	i	i
C/C(=N\Nc1ccccn1)c1cccs1	-0.6	i	i
C/C(CC(=O)Nc1ccccn1)=N\NC(=O)c1ccccc1O	0.2	i	i
CCOC(=O)N1CCN(C(=O)CS(=O)Cc2nc(-c3cccc(C)c3)oc2C)CC1 (stereo not given)	-0.7	i	i
O=C(CSc1nnc(-c2c[nH]c3ccccc23)n1CC1CCCO1)Nc1ccc2c(c1)OCCO2 (stereo not given)	-0.6	i	i
CC(=O)c1cccc(NC(=O)C2=CC(c3ccco3)=NS(=O)(=O)N2C)c1	-2.1	i	i
Cc1ccc(N2C(=S)SC3CS(=O)(=O)CC32)cc1 (stereo not given)	-0.4	i	i
CCC(NC(=O)COC(=O)C1CC2CCCC(C1)C2=O)c1ccc(Br)cc1 (stereo not given)	-0.4	i	i
Cc1ccc(NC(=O)N2CCC(=O)N2)cc1	-1.4	i	i
COc1cccc(CNCCOCCO)c1OC	-0.5	i	i
Cc1ccc(NC(=O)Cn2cnc3c(oc4nc5c(cc43)COC(C)(C)C5)c2=O)cc1	-0.2	i	i
O=c1[nH]c2ccccc2n1CCCOc1ccccc1	-0.1	i	i
Cc1cccc(C(=O)Oc2ccccc2/C=N/Nc2ccc([N+](=O)[O-])cc2)c1	-0.5	i	i
COc1ccc(Cn2c(=S)[nH]c3ccccc32)cc1	-0.5	i	i
N/C(=N\c1nc(CSc2ccc(Cl)cc2)cc(=O)[nH]1)Nc1cccc2ccccc12	-0.7	i	i
O=C(Nc1cccnc1)c1cccc(-c2cc3ccccc3oc2=O)c1	.	i	i
COC(=O)C1CCN(C(=O)c2cc3ccccc3oc2=O)CC1	-0.4	i	i
Cc1cccc(C(=O)NCCCn2ccnc2)c1C	0.0	i	i
Cc1ccc(C(=O)NC(NC(=S)Nc2ccc(S(N)(=O)=O)cc2)C(Cl)(Cl)Cl)cc1 (stereo not given)	.	i	i
COC(=O)CSc1nc2ncccc2[nH]1	-0.5	i	i
Cc1ccc(S(=O)(=O)N(C)C)cc1NC(=O)COC(=O)Cc1n[nH]c(=O)c2ccccc12	0.6	i	i
Cc1ccc(CNS(=O)(=O)CCNC(=O)c2ccccc2)cc1	-0.7	i	i
CC(NC(=O)C1C(=O)N(CCO)C2(C)CC1c1ccccc1O2)c1ccccc1 (stereo not given)	-1.3	i	i

# A second format for part of the listing above.
# Values run as follows: STK33 inh | CHT block | CHT allo act
c1ccc(-n2c(-c3ccncc3)nnc2N2CCOCC2)cc1
    -1.5 | i | i
Cc1ccc(NC(=O)Cn2cnc3c(oc4nc5c(cc43)COC(C)(C)C5)c2=O)cc1
    -0.2 | i | i
Cc1cccc(C(=O)Oc2ccccc2/C=N/Nc2ccc([N+](=O)[O-])cc2)c1
    -0.5 | i | i

# Next structures
SMILES	STK33 inh	CHT block	CHT allo act
O=C(N/N=C/c1ccc(OC(=O)c2ccccc2Cl)cc1)c1cc(O)cc(O)c1	-0.6	i	i
COc1ccc(/C=C/C(=O)c2cc(F)ccc2OC(=O)c2ccccc2C)cc1OC	-0.2	i	i
COc1ccc(S(=O)(=O)Nc2ccccn2)cc1OC	-0.9	i	i
CCOC(=O)c1cc(CC)sc1NC(=O)CN1CCN(C(=O)c2ccco2)CC1	0.6	i	i
CC(=O)Nc1ccc(S(=O)(=O)N2CCC(NC(=O)c3ccco3)CC2)cc1	0.5	i	i
COc1cccc(N2[C@@H](CC(C)=O)c3cc(C(F)(F)F)ccc3S2(=O)=O)c1	-1.5	i	i
Cc1ccc(-c2cccc(OC(=O)c3ccccc3F)c2)cc1	-0.9	i	i
CCc1ccc(CNC(=O)CCn2ccc3cc(S(=O)(=O)N4CCCC4)ccc32)cc1	1.0	i	i
O=C(COc1ccc2ccc(=O)oc2c1)Nc1ccc2c(c1)OCCO2	1.5	i	i
COc1ccc(C(=O)Nc2ccccc2C(=O)NCCN2CCOCC2)cc1	0.6	i	i
COc1ccc(-c2cc(C(F)(F)F)c(C#N)c(SCC(=O)O)n2)cc1	-1.0	i	i
O=[N+]([O-])c1ccc(CP(=O)(c2ccccc2)c2ccccc2)cc1	-0.2	i	i
Cc1ccc(C)c(OCCCC(=O)NC2CCCCC2)c1	-5.9	i	i
COc1ccc(NC(=O)N(Cc2cc3cc(OC)c(OC)cc3[nH]c2=O)CC2CCCO2)cc1 (stereo not given)	-0.2	i	i
CCS(=O)(=O)c1ccc(O)c(NC(=O)COc2ccccc2)c1	-0.5	i	i
COC(=O)c1nnn(-c2cccc(Cl)c2)c1C(=O)OC	-2.4	i	i
CCC1(C(=O)O)NC(c2cccc(OC)c2O)C2C(=O)N(c3ccccc3)C(=O)C21 (stereo not given)	0.0	i	i
OC(COc1ccc(C2C=CCC2)cc1)CN1CCCCC1 (stereo not given)	3.6	i	i
O=C(O)CC1(CC(=O)NCc2ccc(-c3cccs3)cc2)CCCCC1	-0.3	i	i
O=C(Nc1ccc2c(c1)OCO2)c1ccc(Cl)cc1Cl	-1.8	i	i
COc1ccccc1N1CCN(S(=O)(=O)c2ccc3c4c(cccc24)C(=O)N3)CC1	-1.2	i	i
CN1CCC(OC(=O)c2ccco2)CC1	-1.9	i	i
O=C(NC1CCCCC1)c1ccccc1NC(=S)NC(=O)C1CC1	-3.4	i	i
Cn1ncc2c(Nc3ccc(Cl)c(Cl)c3)ncnc21	-1.1	i	i
CC1CCCN(CCCN2C(=O)C3C(C(=O)Nc4ccc(Cl)cc4)C4C=CC3(O4)C2C(=O)NC2CCCCC2)C1 (stereo not given)	-0.4	i	i
COc1cccc(NS(=O)(=O)NC(=O)c2c[nH]c3ccccc23)c1	0.3	i	i
N[C@@H](Cc1ccccc1)C(=O)N1CCOCC1	-0.2	i	i
CN(CC(=O)NCCN1CCOCC1)S(=O)(=O)c1ccc(F)cc1	-0.1	i	i
Clc1ccc(-c2n[nH]c3c2CCC3)cc1Cl	0.7	i	i
Cc1cc(/C=C2\SC(=S)N(C)C2=O)c(C)n1-c1ccc(O)cc1	-1.5	i	i
CCO/N=C(/C)c1c(O)cc(-c2ccccc2)n(-c2ccccc2)c1=O	1.3	i	i
CCN(CC(=O)Nc1ccccc1C(F)(F)F)C(=O)/C=C/c1ccc(Cl)c([N+](=O)[O-])c1	-1.0	i	i
CC(C)CCSc1nnc(Cn2c(=O)sc3ccccc32)n1C	2.4	i	i
CC(=O)Nc1sc(C)c(C)c1CN1CCN(Cc2ccccc2)CC1	-0.7	i	i
O=C(CCC(=O)c1ccc(Oc2ccccc2)cc1)Nc1ccc(C(=O)O)cc1	-3.5	i	i
CCN1CCC(CNCc2cn(-c3ccc(OC)cc3)nc2-c2ccccc2Cl)C1 (stereo not given)	-0.7	i	i
COc1ccc(OC)c(CNC(=O)C2CCC(=O)N(CCCN3CCCC3=O)C2)c1 (stereo not given)	-0.9	i	i
CC(C)OC(=O)/C(C#N)=C/c1cn(C)c2ccccc12	0.5	i	i
COc1ccc(CC(=O)NCc2n[nH]c(=S)n2-c2ccccc2)cc1	-1.6	i	i
CCOC(=O)CNC(=O)CSc1nnc(-c2cccc(OC)c2)n1CC	-1.4	i	i
Nc1nnn(-c2ccccc2)c1-c1ccccc1	-1.7	i	i
CN(C)C(=O)/C(=C\c1ccc(-c2cccc([N+](=O)[O-])c2)o1)NC(=O)c1ccccc1	1.2	i	i
O=C(O)CCC(=O)N1CCCC1	-0.9	i	i
Cc1nn(-c2ccc(N3CCCCC3)nn2)c(C)c1CCC(=O)Nc1cccc(F)c1	-1.2	i	i
O=C(O)c1ccc2c(c1)C(=O)N(NC(=O)c1ccc(O)cc1)C2=O	-0.1	i	i
Cc1ccc(-c2nnc(/C=C/c3ccccc3)o2)cc1	0.9	i	i
COCCNC(=O)CCC1CCN(Cc2cccc(-c3ccc(C)o3)c2)CC1	-0.4	i	i
CCOC(=O)c1c(S(=O)(=O)NC2CCN(C(=O)OCC)CC2)c(C)n(C)c1C	0.1	i	i
O=C(CSc1nc2ccccc2c(=O)[nH]1)Nc1ccccc1C(F)(F)F	0.1	i	i
COC(=O)c1sccc1NC(=O)/C=C/c1c(Cl)cccc1Cl	0.3	i	i
COc1ccc(-c2cc3nc4n(c(=O)c3s2)CCCCC4)cc1	-2.5	i	i
C=CCN1C(c2ccc(OCC)cc2)=CS/C1=C(\C#N)c1nnc2n1CCCCC2	0.3	i	9.18*
Cc1ccnc2nc(C(=O)Nc3nnc(-c4ccc(Cl)cc4)o3)nn12	-0.9	i	i
CC(O)c1cc2c(cc1NC(=O)c1cnn3c1NC(c1ccco1)CC3C(F)(F)F)OCO2 (stereo not given)	0.7	i	i
c1ccc(CSc2nnnn2-c2ccc3c(c2)OCCO3)nc1	0.6	i	i
COc1ccc(CNC(=O)C(c2ccco2)N(C(=O)c2snc(C(N)=O)c2N)c2ccccc2OC)cc1 (stereo not given)	-3.5	i	i
O=C(NCCc1nc2ccccc2[nH]1)c1ccc(Br)o1	-3.1	i	i
Cc1ccc2[nH]c3c(=O)[nH]ncc3c2c1	0.9	i	i

# Some of these compounds in order of length of the SMILES, descending.
SMILES	STK33 inh	CHT block	CHT allo act
CC(O)c1cc2c(cc1NC(=O)c1cnn3c1NC(c1ccco1)CC3C(F)(F)F)OCO2 (stereo not given)	0.7	i	i
c1ccc(CSc2nnnn2-c2ccc3c(c2)OCCO3)nc1	0.6	i	i
Cc1ccc2[nH]c3c(=O)[nH]ncc3c2c1	0.9	i	i
